GALR2 blocker: antagonists of human galanin receptor 2 (GALR2) | 0.39% of 140,000 active | O43603 | GALR2-expressing cells, antagonist mode | AID 828 | inhibition, % at 4 µM; in the data active means inhibition above about 27%;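 further: cells stimulated with galanin 1-16 at roughly its EC80; 0% = agonist challenge control and 100% = basal control without agonist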
Target sequence (O43603 whole entry, looked up): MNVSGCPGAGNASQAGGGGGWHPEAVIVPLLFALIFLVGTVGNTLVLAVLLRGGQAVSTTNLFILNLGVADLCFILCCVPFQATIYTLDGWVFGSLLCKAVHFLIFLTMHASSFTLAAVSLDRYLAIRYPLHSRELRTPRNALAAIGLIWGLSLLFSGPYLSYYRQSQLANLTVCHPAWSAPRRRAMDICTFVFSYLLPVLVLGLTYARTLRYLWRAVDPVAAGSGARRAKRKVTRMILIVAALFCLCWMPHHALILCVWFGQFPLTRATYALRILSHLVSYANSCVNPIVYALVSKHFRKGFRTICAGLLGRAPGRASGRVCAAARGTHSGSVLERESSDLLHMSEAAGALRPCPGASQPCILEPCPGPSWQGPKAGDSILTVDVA
HCT116 bCat-KO: beta-catenin-lacking colon tumor cell growth suppression | HCT116 beta-catenin knockout viability, CellTiter-Glo, 60 h; hits give low values | viability, % at 10 µM | 1.5% of 140,000 active | AID 818;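 active means viability at or under a set limit, the compound median less 4 SD, cut at about 6% in these data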;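 further: 0% = Hyamine 1622 control at 20 µM and 100% = untreated cell control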
E-sel TNF inh: TNF alpha driven E-selectin expression inhibition; 0.71% of 120,000 active; inhibition, % at 2 µM; HUVEC TNFa-induced E-selectin immunofluorescence, high content;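 active means inhibition above the batch mean plus 3 SD, and confirmed as a hit on visual image review, cut at about 43% in these data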;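 further: 0% = TNF-stimulated DMSO wells and 100% = unstimulated control wells; not every result past the cut was called active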
Measles CPE: protection of cells from measles virus. Measles virus-infected cells, CPE protection, absorbance. protection (pct of control), % at 4 µM. 1.5% of 140,000 active. AID 841; in the data active means protection mostly above about 24%, no sharp cut-off; inactive means mostly below about 26%; further: some compounds called inactive have numbers as strong as hits
NPY-Y2 antag: antagonists of human neuropeptide Y receptor Y2; P49146; NPY-Y2 expressing cells, antagonist mode; inhibition, % at 2.7 µM; 0.99% of 140,000 active; in the data active means inhibition above about 17%;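 further: 0% = vehicle with agonist challenge and 100% = reference antagonist with challenge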
Target sequence (P49146 whole entry, looked up): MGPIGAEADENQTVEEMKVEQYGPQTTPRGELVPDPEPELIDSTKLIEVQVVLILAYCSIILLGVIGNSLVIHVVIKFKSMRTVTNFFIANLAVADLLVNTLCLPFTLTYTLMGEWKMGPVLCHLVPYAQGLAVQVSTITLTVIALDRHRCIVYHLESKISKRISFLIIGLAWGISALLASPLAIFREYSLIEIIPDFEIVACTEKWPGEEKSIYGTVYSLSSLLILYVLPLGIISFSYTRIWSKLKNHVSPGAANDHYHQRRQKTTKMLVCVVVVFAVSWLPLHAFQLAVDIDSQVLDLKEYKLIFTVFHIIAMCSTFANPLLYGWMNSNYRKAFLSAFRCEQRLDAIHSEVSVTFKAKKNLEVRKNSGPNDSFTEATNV
HCT116 PTEN-null: PTEN-deleted cell growth suppression; viability, % at 10 µM; HCT116 PTEN-null viability, CellTiter-Glo, 60 h; hits give low values; 1.2% of 140,000 active;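 active means viability at or below a set limit, 4 SD under the median of all tested compounds, cut at about 3.7% in these data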;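 further: PTEN knockout HCT116 line with beta catenin targeted HCT116 as companion control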
BB579 growth dn: reduces growth of yeast BB579 in restrictive medium; 0.51% of 140,000 active; S. cerevisiae BB579 growth, OD615, 48 h; inhibition, % at 10 µM;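 active means inhibition above a set limit, 3 SD over the mean compound inhibition, cut at about 44% in these data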; further: inactives centre near -24
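Test system: DeaD yeast strain BB579 / Buffer or medium: restrictive glucose-based CSMM-D medium / Doses: single 10 µM dose / Schedule: 4 h cell preincubation, 48 h compound exposure, 30 °C humidified / Technique: culture absorbance at 615 nm / Controls: amphotericin B positive control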
Yeast life ext: extends the lifespan of yeast | S. cerevisiae growth with nicotinamide, OD615; deaD strain in restrictive glucose medium | inhibition of the nicotinamide effect, % at 10 µM | 0.68% of 130,000 active | AID 775;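 active means inhibition above a set limit, placed 3 SD over the median of all compounds, cut at about 26% in these data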;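 further: 0% = nicotinamide-treated wells and 100% = cells grown without nicotinamide; some compounds called inactive have numbers as strong as hits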
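Measured by: optical density (absorbance) at 615 nm; System: modified budding yeast, DeaD strain; Medium: restrictive CSMM-D dextrose medium; Timing: 4 h preincubation then 48 h treatment at 30 °C.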
Phagocytosis inh: inhibitors of macrophage phagocytosis | J774A.1 macrophage IgG-bead phagocytosis, imaging | AID 1029 | 0.07% of 110,000 active | inhibition, % at 5 µM;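 active means inhibition above the mean of the plate negative controls plus 5 SD, cut at about 13% in these data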;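 further: phagocytic index as fraction of beads internalized from green versus red external bead signal; plate controls were DMSO negative control for no effect and cytochalasin-D positive control for full effect; some results beyond the cut were filed as inactive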
MRP-1 activ: activates MRP-1; 0.61% of 140,000 active; AID 799; H69AR cells + doxorubicin, viability rescue, CellTiter-Glo; viability increase, % at 10 µM;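 active means viability gain under doxorubicin at or above a set limit, the compound median plus 3 SD, cut at about 4.7% in these data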;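 further: MRP-1 overexpressing cells given doxorubicin 25 µM after compound pretreatment; 18-22 h compound pretreatment then 72 h with doxorubicin before readout; 0% = doxorubicin-only wells and 100% = vehicle-treated cells without doxorubicin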
Numbers without * were called inactive.

Screening COC(=O)c1sccc1NC(=O)c1c(C)noc1C returned GALR2 blocker 3, HCT116 bCat-KO 92, E-sel TNF inh -11, Measles CPE 9, NPY-Y2 antag 4, HCT116 PTEN-null 91, BB579 growth dn -3, Yeast life ext -27, Phagocytosis inh 0 and MRP-1 activ 1.3.
O=C(NCC12CC3CC(CC(C3)C1)C2)c1nc2ncccn2n1 was read as GALR2 blocker -2, HCT116 bCat-KO 95, E-sel TNF inh 9, Measles CPE 9, NPY-Y2 antag 0, HCT116 PTEN-null 92, BB579 growth dn 0, Yeast life ext -2, Phagocytosis inh -1 and MRP-1 activ 2.2.
`CCCCOc1ccc(C(C)NC(=O)CCS(=O)(=O)Cc2ccccc2F)cc1` (stereo not given) gave GALR2 blocker -3, HCT116 bCat-KO 88, Measles CPE 8, NPY-Y2 antag 5, HCT116 PTEN-null 99, BB579 growth dn -7, Yeast life ext 5, Phagocytosis inh -9 and MRP-1 activ -0.8.
Screening COc1ccc(N=Cc2c(O)n(-c3cccc(C)n3)c(=O)c3ccccc23)cc1 returned GALR2 blocker -3, HCT116 bCat-KO 89, E-sel TNF inh 7, Measles CPE 11, NPY-Y2 antag 6, HCT116 PTEN-null 86, BB579 growth dn -59, Yeast life ext 2, Phagocytosis inh -4 and MRP-1 activ 2.1.
For COCCNC(=O)Cn1c(=O)n(CCCCCC(=O)Nc2ccccc2)c(=O)c2sccc21 the results were GALR2 blocker 4, HCT116 bCat-KO 87, Measles CPE 16, NPY-Y2 antag 0, HCT116 PTEN-null 104, BB579 growth dn 3, Yeast life ext 7, Phagocytosis inh -9 and MRP-1 activ 0.2.
Cc1cc(N2CCOCC2)nc2ccc(NC(=O)C3CCC(C)CC3)cc12 (stereo not given) was read as GALR2 blocker 13, HCT116 bCat-KO 50, E-sel TNF inh -1, Measles CPE 2, NPY-Y2 antag 9, HCT116 PTEN-null 59, BB579 growth dn -31, Yeast life ext -14, Phagocytosis inh 2 and MRP-1 activ -1.4.
`O=S(=O)(Nc1cccc(-c2cn3ccsc3n2)c1)c1ccc(F)cc1` gave GALR2 blocker -2, HCT116 bCat-KO 105, Measles CPE 4, NPY-Y2 antag 4, HCT116 PTEN-null 111, BB579 growth dn -82, Yeast life ext 1, Phagocytosis inh 2 and MRP-1 activ -0.7.
Screening COc1cc(C(C)=O)ccc1COc1ccc(C(=O)OC(C)C(=O)NC(N)=O)cc1OC (stereo not given) returned GALR2 blocker 1, HCT116 bCat-KO 85, Measles CPE 8, NPY-Y2 antag 2, HCT116 PTEN-null 87, BB579 growth dn 5, Yeast life ext 0, Phagocytosis inh -4 and MRP-1 activ 1.7.
Screening Cc1ccc2c(n1)sc1c(-c3ccc(Br)cc3)c(C#N)c(N)nc12 returned GALR2 blocker -10, HCT116 bCat-KO 9, E-sel TNF inh -40, Measles CPE 1, NPY-Y2 antag 5, HCT116 PTEN-null 3.2*, BB579 growth dn -15, Yeast life ext -12 and MRP-1 activ 0.2.
`Cc1nnc(SCC(=O)Nc2ccc3c(c2)OCCO3)s1` gave GALR2 blocker -8, HCT116 bCat-KO 92, E-sel TNF inh 11, Measles CPE 14, NPY-Y2 antag 2, HCT116 PTEN-null 100, BB579 growth dn -1 and MRP-1 activ -3.7.
Cc1ccc2cc(CCNC(=O)c3ccco3)c(=O)[nH]c2c1 was read as GALR2 blocker -7, HCT116 bCat-KO 96, E-sel TNF inh 24, Measles CPE 19, NPY-Y2 antag 2, HCT116 PTEN-null 93, BB579 growth dn 24 and MRP-1 activ -1.1.
Screening Cc1nn(-c2ccccc2)c(N)c1N=Nc1ccc(Cl)cc1 returned GALR2 blocker 6, HCT116 bCat-KO 63, Measles CPE 9, NPY-Y2 antag 6, HCT116 PTEN-null 59, BB579 growth dn 14, Yeast life ext -9, Phagocytosis inh 4 and MRP-1 activ -4.2.
C=Cn1c(N2CCOCC2)nc2c1c(=O)[nH]c(=O)n2C was read as GALR2 blocker 0, HCT116 bCat-KO 95, E-sel TNF inh 11, Measles CPE 9, NPY-Y2 antag 1, HCT116 PTEN-null 92, BB579 growth dn -7, Yeast life ext 2 and MRP-1 activ -1.1.
For CCOc1ccc(Cl)cc1S(=O)(=O)N1CCN(c2ccc(C)c(C)c2)CC1 the results were GALR2 blocker 10, HCT116 bCat-KO 67, E-sel TNF inh 1, Measles CPE 2, NPY-Y2 antag 5, HCT116 PTEN-null 70, BB579 growth dn -3, Yeast life ext -11 and MRP-1 activ -0.6.
For CCCN1CCN(c2nc3c([nH]2)c(=N)ncn3CC(O)CO)CC1 (stereo not given) the results were GALR2 blocker 0, HCT116 bCat-KO 81, E-sel TNF inh -20, Measles CPE 5, NPY-Y2 antag 0, HCT116 PTEN-null 94, BB579 growth dn 2, Yeast life ext -3, Phagocytosis inh -3 and MRP-1 activ 0.2.
For COc1ccc(NC(=O)c2cccc(NC(=O)C(C)C)c2)c([N+](=O)[O-])c1 the results were GALR2 blocker 9, HCT116 bCat-KO 98, E-sel TNF inh -28, Measles CPE 9, NPY-Y2 antag 1, HCT116 PTEN-null 96, BB579 growth dn -25, Yeast life ext 4, Phagocytosis inh -9 and MRP-1 activ -2.1.
Screening CN(C(=O)C1CCOC1)c1nnc(-c2ccccn2)s1 (stereo not given) returned GALR2 blocker -3, HCT116 bCat-KO 94, E-sel TNF inh -13, Measles CPE 7, NPY-Y2 antag 1, HCT116 PTEN-null 89, BB579 growth dn -7, Yeast life ext -15, Phagocytosis inh -1 and MRP-1 activ 0.5.
Screening CCOC(=O)c1c(CN2CCCCC2)n(C)c2ccc(OC)c(S(=O)(=O)c3ccccc3)c12 returned GALR2 blocker 15, HCT116 bCat-KO 97, Measles CPE 4, NPY-Y2 antag 0, HCT116 PTEN-null 104, BB579 growth dn -14, Yeast life ext -10, Phagocytosis inh -2 and MRP-1 activ -2.5.
Screening COc1ccc(C2CC(=O)c3sc(N)nc3C2)cc1 (stereo not given) returned GALR2 blocker 7, HCT116 bCat-KO 84, Measles CPE 5, NPY-Y2 antag 1, HCT116 PTEN-null 93, BB579 growth dn -4, Yeast life ext -5, Phagocytosis inh -1 and MRP-1 activ -1.1.
For O=C(Nc1cnn(C23CC4CC(CC(C4)C2)C3)c1)c1cc(-c2ccccc2)on1 the results were GALR2 blocker 0, HCT116 bCat-KO 86, E-sel TNF inh -13, Measles CPE 13, NPY-Y2 antag 3, HCT116 PTEN-null 88, BB579 growth dn -34, Yeast life ext -2, Phagocytosis inh 0 and MRP-1 activ -1.2.
O=C(CN(c1ccccc1)S(=O)(=O)c1ccccc1)N/N=C/c1ccco1 was read as GALR2 blocker -11, HCT116 bCat-KO 94, E-sel TNF inh -33, Measles CPE 25, NPY-Y2 antag -2, HCT116 PTEN-null 99, BB579 growth dn -3, Yeast life ext 10, Phagocytosis inh -7 and MRP-1 activ -2.1.
For O=[N+]([O-])c1ccccc1C1Nc2cccc3cccc(c23)N1 the results were GALR2 blocker 13, HCT116 bCat-KO 91, E-sel TNF inh -8, Measles CPE 3, NPY-Y2 antag 0, HCT116 PTEN-null 86, BB579 growth dn -25, Yeast life ext -16, Phagocytosis inh 0 and MRP-1 activ -2.4.
For COCCNC(=O)C(c1ccc(F)cc1)N(CC1CCCO1)C(=O)CCC(=O)Nc1ccccn1 (stereo not given) the results were GALR2 blocker -10, HCT116 bCat-KO 102, E-sel TNF inh 69*, Measles CPE 32, NPY-Y2 antag 0, HCT116 PTEN-null 102, BB579 growth dn 6, Yeast life ext -13, Phagocytosis inh 1 and MRP-1 activ -1.0.
O=S(=O)(c1ccc(Cl)cc1)N1CCC(O)(c2cccnc2)CC1 was read as GALR2 blocker 2, HCT116 bCat-KO 92, E-sel TNF inh -27, Measles CPE 3, NPY-Y2 antag 0, HCT116 PTEN-null 97, BB579 growth dn -40, Yeast life ext 1, Phagocytosis inh -1 and MRP-1 activ -2.3.
For COc1ccc(/C=N/NC(=O)c2cccc([N+](=O)[O-])c2)cc1OC(=O)c1ccc(C)cc1 the results were GALR2 blocker -10, HCT116 bCat-KO 80, E-sel TNF inh -45, Measles CPE 19, NPY-Y2 antag -1, BB579 growth dn -62, Yeast life ext -7 and MRP-1 activ -1.4.
For Clc1ccc(-c2nnc3sc(Cc4cccs4)nn23)cc1 the results were GALR2 blocker 21, HCT116 bCat-KO 102, E-sel TNF inh 0, Measles CPE 2, NPY-Y2 antag 8, HCT116 PTEN-null 104, BB579 growth dn -21, Phagocytosis inh -1 and MRP-1 activ 0.1.
CCCCCC(=O)Nc1ccc2oc(-c3cncc(Br)c3)nc2c1 was read as GALR2 blocker 22, HCT116 bCat-KO 83, E-sel TNF inh 12, Measles CPE 7, NPY-Y2 antag 3, HCT116 PTEN-null 72, BB579 growth dn -19, Yeast life ext -14, Phagocytosis inh 0 and MRP-1 activ -2.7.
C=CCn1c(COc2ccccc2)nnc1SCC(=O)C(C)(C)C was read as GALR2 blocker 1, HCT116 bCat-KO 89, E-sel TNF inh 11, Measles CPE 11, NPY-Y2 antag 3, HCT116 PTEN-null 101, BB579 growth dn -19, Yeast life ext -1, Phagocytosis inh -1 and MRP-1 activ 0.1.
O=[N+]([O-])c1nn(-c2ccc3c(c2)OCCO3)n(O)c1=NC1CCCCC1 was read as GALR2 blocker 11, HCT116 bCat-KO 71, Measles CPE 19, NPY-Y2 antag 1, HCT116 PTEN-null 66, BB579 growth dn -24, Yeast life ext 3, Phagocytosis inh 0 and MRP-1 activ -5.3.
`CCOC(=O)C1=C(CC)NC2=C(C(=O)CCC2)C1c1ccc(OC)c(OC)c1` (stereo not given) gave GALR2 blocker -4, HCT116 bCat-KO 98, E-sel TNF inh 13, Measles CPE 5, NPY-Y2 antag 0, HCT116 PTEN-null 98, BB579 growth dn -19, Yeast life ext -5, Phagocytosis inh 2 and MRP-1 activ -1.1.
O=c1cc(-c2ccc([N+](=O)[O-])cc2)nc2cc(-c3ccc(F)cc3)[nH]n12 was read as GALR2 blocker 2, HCT116 bCat-KO 90, E-sel TNF inh -17, Measles CPE 6, NPY-Y2 antag 0, HCT116 PTEN-null 87, BB579 growth dn -28, Yeast life ext 1 and MRP-1 activ -1.2.

A portion from the list above, as a working copy:
O=[N+]([O-])c1nn(-c2ccc3c(c2)OCCO3)n(O)c1=NC1CCCCC1 was read as GALR2 blocker 11, HCT116 bCat-KO 71, Measles CPE 19, NPY-Y2 antag 1, HCT116 PTEN-null 66, BB579 growth dn -24, Yeast life ext 3, Phagocytosis inh 0 and MRP-1 activ -5.3.
`CCOC(=O)C1=C(CC)NC2=C(C(=O)CCC2)C1c1ccc(OC)c(OC)c1` (stereo not given) gave GALR2 blocker -4, HCT116 bCat-KO 98, E-sel TNF inh 13, Measles CPE 5, NPY-Y2 antag 0, HCT116 PTEN-null 98, BB579 growth dn -19, Yeast life ext -5, Phagocytosis inh 2 and MRP-1 activ -1.1.
O=c1cc(-c2ccc([N+](=O)[O-])cc2)nc2cc(-c3ccc(F)cc3)[nH]n12 was read as GALR2 blocker 2, HCT116 bCat-KO 90, E-sel TNF inh -17, Measles CPE 6, NPY-Y2 antag 0, HCT116 PTEN-null 87, BB579 growth dn -28, Yeast life ext 1 and MRP-1 activ -1.2.
